Bioassay records as filed in PubChem.
RmlC RmlD mix = mixture blocks RmlC and RmlD coupled enzyme activity. AID 1532. RmlC/RmlD coupled enzyme inhibition, 384-well mixture HTS. 0.39% of 110,000 active. inhibition, % at 5.5 µM; in the data active = inhibition above about 30%, passing the limit was not always enough; note: strong numbers were not always called active
HIV RNase H inh = inhibitors of HIV-1 reverse transcriptase RNase H. P04585. AID 565. inhibition, % at 10 µM. RT-RNase H RNA/DNA duplex cleavage, fluorescence. 1.9% of 65,000 active; in the data active = inhibition above about 50%
* marks the source's active call; other numbers are inactive results; . = not tested or not shown. Some of the compounds tested; the hit share may differ from the screen's.

SMILES	RmlC RmlD mix	HIV RNase H inh
CN1CCCC(OC(=O)CCCC(=O)OC2CCCN(C)C2)C1 (stereo not given)	-10	-26
CCCNC(=O)NC(=O)CN1C(=O)NC(C)(c2ccc(C)cc2)C1=O (stereo not given)	-12	-2
CCc1cc2c(=O)n(N)c(CCC(=O)O)nc2s1	4	-7
COc1ccc(-n2c(C)nc3c(cnn3-c3ccccc3)c2=O)cc1	8	-5
COC(=O)C1=C(c2cc3ccccc3s2)C[C@@H]2CC[C@H]1N2C(=O)NCC1CC1	13	.
COc1ccc(OC)c(NC(=O)Nc2nnc(N3CCC(C)CC3)s2)c1	.	-3
COc1ccc(Nc2nc3c(c(=O)n(C)c(=O)n3C)n2CCO)cc1	7	-17
Cn1c(SCC(=O)c2ccccc2F)nnc1C1CC1	-27	-1
CCC1=NC(c2ccc(OC)cc2OC)N(O)C1(C)C (stereo not given)	5	-9
CC(=NC1CCN(Cc2ccccc2)CC1)c1c(O)[nH]c(=O)[nH]c1=O	22	3
CCN(CC)C(=O)/C(=C\c1ccc(Br)cc1)NC(=O)c1ccccc1OC	-9	.
O=C(NCc1cccs1)c1cccc(S(=O)(=O)N2CCCCC2)c1	2	-17
COC(=O)Nc1ccc2ncn(C)c(=O)c2c1	7	.
COc1cccc(C(=O)N(CN2CCCC2=O)c2cccc(Cl)c2)c1	.	1
Cc1cc2ncn(CCOc3ccccc3C#N)c2cc1C	14	-23
O=C(CN1CCOc2ccccc21)NCc1ccccc1	.	-11
CC(C)(C)c1ccc(C(=O)NCc2ccc(Cl)cc2)cc1	-9	.
Cc1ccc(/C([O-])=C(/C(=S)NCc2ccco2)[n+]2ccccc2)cc1	-1	.
COc1cc(S(=O)(=O)NC2CCCC2)ccc1F	7	.
CN(C)c1ccc(CN2CCCCCC2)cc1	10	9
CC(C)CC(NC(=O)C1CCC(C)CC1)C(=O)Nc1ccccn1 (stereo not given)	4	3
O=C1CCc2cc(S(=O)(=O)NC(Cc3ccccc3)C(=O)NC3CCCC3)ccc2N1 (stereo not given)	-20	-2
COc1ccc(-c2nnn(CCc3nn[nH]n3)n2)cc1OC	-14	-5
C=C(C)Cn1c(N2CC(C)CC(C)C2)nc2c1c(=O)[nH]c(=O)n2C (stereo not given)	7	-31
COc1cc2c(C#N)c(N3CCc4ccccc4C3)nc(N)c2c(N)n1	-29	-9
COc1cc(C(=O)N2CCCc3ccccc32)cc(OC)c1OC	-6	.
C#CCNC(=O)C1=C[C@H](c2coc3ccccc3c2=O)C[C@H](OCc2ccc(CO)cc2)O1	-13	.
Cn1c(SCCOc2cccc(Cl)c2)nnc1-c1ccncc1	-12	-8
COc1ccc(CCNC(=O)C23CN(Cc4ccccc4)CC2C(c2cccc([N+](=O)[O-])c2)=NO3)cc1 (stereo not given)	-7	.
Cc1onc(-c2c(Cl)cccc2Cl)c1C(=O)Nc1c(C)n(C)n(-c2ccccc2)c1=O	-16	-10
CC1=Nn2c(nnc2-c2ccccc2Cl)SC1	-5	-12
C/C(Cl)=C/CSc1nc2c(c(=O)[nH]c(=O)n2C)n1C(C)C	-7	-21
COCCN(C(=O)Cn1nnc2ccccc21)C(C(=O)NC1CCCC1)c1ccc(OC)cc1OC (stereo not given)	0	.
O=C(O)C(CCCCN1C(=O)C2C3C=CC(C3)C2C1=O)N1C(=O)C2C3C=CC(C3)C2C1=O (stereo not given)	-14	0
COc1ccc(C(=O)NC2CCN(CC(=O)Nc3cccc(C)c3)CC2)cc1OC	7	.
CC1=CC2/C=C(\C)CCC(O)C(O)/C=C/C(=O)C23C(=O)NC(CC(C)C)C3C1C (stereo not given)	4	.
O=C1COc2ccc(C(=O)CSc3nnc(-c4cccs4)n3Cc3ccccc3)cc2N1	-4	-36
COC(=O)c1cc2c(C)c(C)c3ccccn3c-2c1C(=O)OC	-6	.
O=C(C1Cc2ccccc2CN1S(=O)(=O)c1cccs1)N1CCCCC1 (stereo not given)	-9	-2
O=C(O)c1nn(Cc2ccc(Cl)cc2Cl)c2ccccc12	3	.
COc1cc(OC)cc(-n2nc(C(=O)N3CC(C)CC(C)C3)c3ccccc3c2=O)c1 (stereo not given)	8	.
COc1ccccc1C(=O)Nc1ccc(NC(=O)c2ccco2)c(C)c1	10	.
COC(=O)c1cc2ccsc2n1Cc1nc(-c2ccc(Cl)cc2)oc1C	6	.
CCc1ccc(S(=O)(=O)NC(CC(=O)O)c2ccccc2)cc1 (stereo not given)	2	-1
CCCNC(=O)c1c(N)n(-c2ccc3c(c2)OCO3)c2nc3ccccc3nc12	5	28
O=C(Nc1ccc(N2CCOCC2)c(Cl)c1)c1cc(F)c(F)cc1Cl	6	.
CCOC(=O)C1CCN(C(=O)CN(c2cccc(OC)c2)S(=O)(=O)c2ccccc2)CC1	-6	-9
COc1cccc(C(=O)N/N=C2\SCC(=O)N2Cc2ccc3c(c2)OCO3)c1	11	.
Cc1nc(CN2CCOCC2)cc(=O)[nH]1	-8	.
CCOC(=O)C1CCN(CCC(=O)Nc2ccccc2)CC1	7	.
Cn1c(=O)c2c(SCc3ccccn3)nc(C3CC3)nc2n(C)c1=O	-9	-18
O=C(/C=C/NNC(=O)c1ccccc1)c1ccc(Br)cc1	4	.
CCCCN1C(N)=NC[C@@H]1CCCCN	-33	.
COc1ccc2cc3cc(C(=O)NCc4cccs4)oc3nc2c1	105	.
Clc1ccc(-c2nn3c(Cn4cnc5ccccc54)nnc3s2)c(Cl)c1	.	71*
CN(C)c1ccc(-c2ccccc2)nn1	5	-10
CC(C)(C)C1CCc2c(sc(NC(=O)c3cc(C4CC4)on3)c2C#N)C1 (stereo not given)	4	36
CC(C)(C(=O)c1ccccc1)/[N+]([O-])=C/c1ccc(F)cc1	-18	.
CCN(CC)CCCN=Cc1c(O)n(-c2cccc(C)c2C)c(=O)[nH]c1=O	5	1
Cc1ccc2cccc(NC(=S)NC(=O)c3ccn(C)n3)c2n1	-14	.

Following part
SMILES,RmlC RmlD mix,HIV RNase H inh
COc1ccccc1NC(=O)C(C)Sc1nnnn1C (stereo not given),-3,-11
Cn1c(CC(=O)Nc2ccccc2)nnc1SCCOc1ccccc1,-5,0
CCOC(=O)C1CCCN(Cc2ccccc2OCC)C1 (stereo not given),-7,-4
CCS(=O)(=O)N1CCC(C(=O)NCCCN2CCCCCC2)CC1,11,-4
COc1cc(C#CC#CCN2CCCCC2)ccc1O,6,2
Cc1c(NC(=O)c2cc(C3CC3)on2)c(=O)n(-c2ccccc2)n1C,-10,.
CN1OC(CC(=O)O)N(c2ccc(Cl)cc2)C1=O (stereo not given),0,.
Cc1cc(C(=O)OCC(=O)NCCC(C)C)c2ccccc2n1,10,.
Cc1ccc2c3c1C(=O)C(=O)N3C(C)(C)CC2C (stereo not given),9,.
CCOC(=O)NCc1ccc(S(=O)(=O)Nc2c(C)cccc2C)cc1,8,.
COc1ccccc1NC(=O)N(Cc1ccco1)Cc1cc2ccc(C)c(C)c2[nH]c1=O,-12,2
COc1ccc(C(C(=O)OCCN(C)C)c2ccccc2)cc1 (stereo not given),3,-11
Cc1cccnc1N(C(=O)Nc1ccccc1)C1=NCC(C)(C)S1,-6,-15
CCC1(CC)Cc2ccccc2-c2nc3ccccc3c(=O)n21,-27,.
Cc1cc(C)nc(SCc2nnc(SCC(=O)N3CCOCC3)o2)n1,10,-8

Profiles from above.
CCOC(=O)C1CCCN(Cc2ccccc2OCC)C1 (stereo not given) reads RmlC RmlD mix = -7; HIV RNase H inh = -4
COc1ccccc1NC(=O)C(C)Sc1nnnn1C (stereo not given) reads RmlC RmlD mix = -3; HIV RNase H inh = -11
Cc1cccnc1N(C(=O)Nc1ccccc1)C1=NCC(C)(C)S1 reads RmlC RmlD mix = -6; HIV RNase H inh = -15

Some of these compounds in order of SMILES length, ascending:
SMILES,RmlC RmlD mix,HIV RNase H inh
COc1ccccc1NC(=O)C(C)Sc1nnnn1C (stereo not given),-3,-11
Cc1cc(C(=O)OCC(=O)NCCC(C)C)c2ccccc2n1,10,.
CCS(=O)(=O)N1CCC(C(=O)NCCCN2CCCCCC2)CC1,11,-4
Cc1cccnc1N(C(=O)Nc1ccccc1)C1=NCC(C)(C)S1,-6,-15

Next part:
SMILES,RmlC RmlD mix,HIV RNase H inh
CC1=C(C(=O)OCc2ccccc2)C(c2ccoc2)C(C#N)=C(N)O1 (stereo not given),-5,-100
O=C(Oc1ccc(OC(=O)N2CCOCC2)cc1)c1ccccc1,-7,-2
C#Cc1ccc([C@@H]2C=C(C(=O)OCC=C)O[C@H](OCCCCO)C2)cc1,-11,.
CCOc1ccccc1N1CCN(C(=O)c2ccncc2)CC1,-12,-24
Cn1cc(Br)cc2nc(C(F)(F)F)nc1-2,-9,4
Cn1c(SCC(=O)Nc2ccccc2F)nnc1-c1ccc(S(=O)(=O)N2CCOCC2)cc1,2,0
O=c1cc(-c2ccccc2)[nH]n1-c1nc2ccccc2s1,4,17
O=C(c1ccc(CS(=O)(=O)c2cccc(C(F)(F)F)c2)o1)N1CCN(c2ccccn2)CC1,-10,1
CCn1c(CNc2ccc(F)cc2)nnc1SCC(=O)Nc1ccccc1OC,-9,.
CCO[C@@H]1OC(C(=O)NCc2ccccc2)=C[C@H](c2cn(C(C)=O)c3ccccc23)[C@H]1CCCO,-13,.
Cc1ccc(-c2nc(N/N=C/c3ccncc3)c3ccccc3n2)cc1,-12,.
COc1ccc(NC(=S)NCCc2c[nH]c3ccc(OC)cc23)c(OC)c1,1,.
CSc1ccc(S(=O)(=O)N2CCCC2)cc1,-11,-24
Cc1cc(C)nc(N2CCC(C(=O)NC3CCCCCC3)CC2)n1,-5,3
CCCCCC(O)(CCCCC)C(=O)NNc1ccccc1,-73,.
COc1cccc(C(C(=O)NC(C)(C)C)N(C(=O)CCC(=O)Nc2cc(C)on2)C(C)(C)C)c1OC (stereo not given),-7,.
O=C(NC1CCCCC1)C(c1ccccc1F)N(Cc1ccco1)C(=O)Cn1nnc2ccccc21 (stereo not given),.,-4
Cc1cc(=O)oc2cc(OCC(=O)OCc3nnc(-c4ccccc4)o3)ccc12,9,-2
COc1ccccc1N1CCN(C(=O)C2CCN(S(=O)(=O)c3ccc(Cl)cc3)CC2)CC1,-6,10
O=C1C2CC=CCC2C(=O)N1c1nc2n(n1)C(c1ccccc1)CC(c1ccccc1)N2 (stereo not given),18,4
O=C(CSc1ncn[nH]1)c1ccccc1,5,70*
Cn1nnc(NC(=O)c2cccc(OCc3ccccc3)c2)n1,-8,-1
O=C(CCn1c(=S)[nH]c2cc3c(cc2c1=O)OCO3)N1CCN(c2ccccn2)CC1,.,-10
Cn1nc(C(=O)Nc2c(-c3ccccc3)nc3sccn23)c2ccccc2c1=O,-7,7
COc1cccc(Nc2nc3ccccc3nc2-n2nc(C)cc2C)c1,-15,.
CCCSc1nc2c(=O)[nH][nH]c(=O)c2n1Cc1ccccc1,0,.
C=CCn1c(SCC(=O)Nc2cccc(OC)c2)nnc1-c1cccnc1,-9,-15
Cc1sc2nc(SCC(=O)N3CCOCC3)[nH]c(=O)c2c1C,5,-4
CCOC(=O)C1=C(CSc2nc3c(cc2C#N)CN(C)CC3)OC(N)=C(C#N)C1c1ccccc1 (stereo not given),9,27
Cc1cc2ncn(-c3nnnn3-c3ccccc3)c2cc1C,-2,-6
Cn1ncc(Br)c1C(=O)Nc1c(F)c(F)cc(F)c1F,-11,.
CNC(=O)c1cc2cc(OC)ccc2oc1=O,0,.
CCCC/C(O)=C1\C(=O)CC(C)(C)CC1=Nc1ccc(OC)cc1,6,.
CC(=O)Nc1ccc(OC(=O)CC2SC(=O)NC2=O)cc1 (stereo not given),3,-4
Cc1ccc(NC(=O)COc2ccc(/C(N)=N/O)cc2)cc1C,.,-9
COC(=O)c1cccc(NS(=O)(=O)c2ccc(OC)cc2)c1C,-10,.
O=C(Nc1nccs1)NC(C(F)(F)F)C(F)(F)F,-7,-4
CCOC(=O)C(CC)Sc1nnc(COc2ccc(C)cc2)n1-c1ccccc1 (stereo not given),3,.
O=C(NNS(=O)(=O)c1ccc(F)cc1F)C1Cc2c(ccc3ccccc23)O1 (stereo not given),0,.
O=C(O)c1ccccc1C(=O)Nc1nccs1,10,.
CCC(c1nnnn1Cc1ccccc1)N(Cc1cc2cc(OC)ccc2[nH]c1=O)CC1CCCO1 (stereo not given),-8,-7
Cc1cc(NC(=O)CCC(=O)N(CC2CCCO2)C(C(=O)NC2CCCC2)c2ccccc2C)no1 (stereo not given),-2,0
COC(=O)c1ccccc1NC(=O)CSc1nc(NC(=O)c2ccccc2)c2c(C)c(C)oc2n1,-43,1
Cc1ccc(C)c2[nH]c(=O)c(CCNC(=O)c3cc4ccccc4o3)cc12,10,-41
c1ccc2c(c1)CNc1ccccc1C2,-5,-18
CCCCC(=O)Nc1c(C)cc(C)cc1Cl,-8,.
COc1ccccc1OCC(O)Cn1c(Br)nc2c1c(=O)[nH]c(=O)n2C (stereo not given),24,-4
CN1CCN(C(=S)Nc2ccccc2Cl)CC1,6,.
O=C(NC(=Nc1ccccc1)N1CCOCC1)Nc1ccccc1,-1,-1
COc1ccc(-n2c(-c3ccco3)n[nH]c2=S)cc1,13,57*
CCOc1ccccc1NC(=O)/C=C/C(N)=O,-7,.
O=C1c2ccccc2C(=O)N1CCCc1nc(-c2ccncc2)no1,-56,.
COc1ccc2c(c1)S/C(=C\C(=O)c1ccncc1)N2C,-9,67*
